CBFb RUNX1 block: inhibitors of human CBF-beta and RUNX1 interaction; Q01196+Q13951; 230,000 tested, under 10 active; Potency, µM (series often up to 59.8 µM), for inactives: at the top dose activity, negative = inhibition, actives largely listed as inhibitors; AlphaScreen CBFb-His/RUNX1-biotin binding, biochemical; further: % of control where 0% means no effect
Target sequence (Q01196 whole entry, looked up): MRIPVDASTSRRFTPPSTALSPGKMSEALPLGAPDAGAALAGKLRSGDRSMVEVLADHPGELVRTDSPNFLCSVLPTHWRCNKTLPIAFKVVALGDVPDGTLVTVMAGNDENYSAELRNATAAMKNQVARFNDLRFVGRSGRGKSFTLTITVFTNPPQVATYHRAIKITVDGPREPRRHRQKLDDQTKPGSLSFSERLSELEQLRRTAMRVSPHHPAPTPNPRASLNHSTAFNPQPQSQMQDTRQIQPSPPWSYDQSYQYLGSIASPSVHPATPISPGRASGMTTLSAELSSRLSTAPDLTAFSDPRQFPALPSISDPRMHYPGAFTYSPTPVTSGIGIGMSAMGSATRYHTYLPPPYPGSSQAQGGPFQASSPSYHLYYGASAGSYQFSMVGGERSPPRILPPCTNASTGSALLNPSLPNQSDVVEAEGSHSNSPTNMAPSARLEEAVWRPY
Target sequence (Q13951 whole entry, looked up): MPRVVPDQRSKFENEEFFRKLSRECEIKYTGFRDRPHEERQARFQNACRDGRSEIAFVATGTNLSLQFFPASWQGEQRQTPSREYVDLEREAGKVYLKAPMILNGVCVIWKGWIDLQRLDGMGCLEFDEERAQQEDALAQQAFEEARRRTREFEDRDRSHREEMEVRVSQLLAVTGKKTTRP
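CBF-beta (His) and RUNX1 (biotin), 30 nM each; 20 min preassociation; + compound, 15 min; + beads 50 ng each (Ni, streptavidin), 90 min; RT; AlphaScreen read.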
HTT cytoprotect: Huntington cell model cytoprotection by ATP luminescence; PC12 HTT-Q103 induced, cytoprotection, ATP luminescence, 40 h; Potency, µM (top dose mostly 56.4 µM), for inactives: cytoprotection (ATP increase), actives largely listed as activators; 230,000 compounds, 0.14% hits; AID 1471;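 further: potency means the concentration at half of the fitted maximal effect; % of control where 0% means no effect; nearly all actives have a fitted effect of over 45% in size; toxic huntingtin expression switched on by the ecdysone agonist tebufenozide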
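Stable PC12 Q103-GFP cells in serum-supplemented, phenol red-free DMEM; induction by tebufenozide at 100 nM final; compound dose series; cell viability quantified luminescently from ATP.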
HTT aggregate: reduces HttQ103-GFP aggregates in PC12 cells; PC12 HttQ103-GFP aggregates, Acumen cytometry, 40 h; AID 1688; Potency, µM (highest dose often 46.1 µM), without a hit: top-dose activity change, negative = inhibition, actives largely listed as inhibitors; 220,000 compounds, 1.1% hits; further: potency means the concentration at half of the fitted maximal effect; on the % scale 0 is the no-effect control and ±100 the full control effect; nearly all actives have a fitted effect of over 60% in size
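Inducible Q103 Huntingtin exon 1–GFP PC12 line, 1500 cells/well in phenol red free DMEM with 5% equine and 5% calf serum. Tebufenozide 100 nM induced expression; compounds titrated; aggregates quantified by cytometry.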
SMN2 splice up: enhancers of SMN2 splice variant expression. 210,000 compounds, 2.8% hits. HEK293 SMN2-luciferase splicing reporter, luminescence, 30-36 h. AID 1458. Potency, µM (series often up to 46.1 µM), for inactives: at the top dose activity change, positive = activation, most hits filed as activators; further: potency means the concentration at half of the fitted maximal effect; % of control where 0% means no effect; nearly all actives have a fitted effect of over 55% in size
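HEK293 cells carry an SMN2 minigene-luciferase reporter in which exon 7 inclusion puts luciferase in frame. Cells were seeded at 2000 cells/well, attached for 10-12 hours, then exposed to compounds for 30-36 hours at 37C before ONE-Glo luminescence.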
IMPase Li inh: IMPase inhibition in cells with lithium potentiation. CHO-M1 cells, IP1 TR-FRET (IP-One), carbachol + lithium. Potency, µM (top dose mostly 59.4 µM), without a hit: at the top dose activity, negative = IMPase inhibition, actives largely listed as inhibitors. 210,000 compounds, 0.35% hits;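 further: IP1 builds up when IMPase is blocked and the TR-FRET signal falls; potency means the concentration at half of the fitted maximal effect; plate controls were basal vehicle for no effect and high inhibitor control for full effect; nearly all actives have a fitted effect of over 50% in size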
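Steps: plate 2000 CHO-M1 cells per well and culture 16–30 h; add compound and lithium; incubate 30 min, 37C; add d2-IP1 tracer and Eu cryptate anti-IP1 antibody in lysis buffer; read after 10 min at room temperature.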
Lamin A splicing: modulators of lamin A splicing. HeLa LMNA splicing GFP/RFP minigene ratio, 48 h. 200,000 compounds, 0.01% hits. Potency, µM (series often up to 46.1 µM), without a hit: at the highest dose ratio change, negative = inhibition, most hits filed as inhibitors. AID 1487; active means well fitted inhibition curve with a large enough effect in the signal ratio, with a control signal flat, not every such curve was filed as active; inconclusive means small, poorly fitted or top-dose-only effect, or effect the other way, or a change in a side signal; the % refers to the signal ratio; further: potency means the concentration at half of the fitted maximal effect; on the % scale 0 is the no-effect control and ±100 the full control effect
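S3 HeLa cells stably expressing lamin A-EGFP splicing minigene plus DsRed2, 600 cells/well, 48 h compound exposure at 37C. Laser-scanning cytometry; analysed as GFP (500-530 nm)/RFP (575-640 nm) total intensity ratio; 0.5% DMSO vehicle.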
KinaseGlo FLuc: Kinase-Glo luciferase inhibition (counter-screen); Q27757; Kinase-Glo luciferase, ATP luminescence, 8 min; Potency, µM (series often up to 38.3 µM), for inactives: top-dose activity change, negative = inhibition, hits mostly inhibitors; 200,000 compounds, 0.28% hits; AID 1379; further: potency means the concentration at half of the fitted maximal effect; on the % scale 0 is the no-effect control and ±100 the full control effect; nearly all actives have a fitted effect of over 60% in size
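Luminescence was the read-out, taken after 8-minute incubation at ambient temperature. Luciferase turned over luciferin with 10 uM ATP in imidazole pH 7.2 buffer containing KCl, MgCl2, Tween 20 and BSA.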
An asterisk follows results filed as active; ? = inconclusive; / = no result given; [ ] = remark or other dose. Unless noted, the call rests on the fitted dose curve; in most records, active means well fitted curve in the direction sought with a large enough effect; inconclusive means small, poorly fitted or top-dose-only effect, or another doubt; inactive means no such curve, though single readings can be large; an effect the other way counts as inactive or inconclusive.

SMILES	CBFb RUNX1 block	HTT cytoprotect	HTT aggregate	SMN2 splice up	IMPase Li inh	Lamin A splicing	KinaseGlo FLuc
COC(=O)c1cn(NC(=O)c2cnccn2)c(=O)c2ccccc12	-6%	-44%[inhibitor]	8.9µM*	-84%[inhibitor]	9%[38.3 µM]	?	-4%
Cc1cc([N+](=O)[O-])nn1CC(=O)NNC(=S)Nc1ccc(F)cc1	-4%	-9%	14%	5%	-11%[38.3 µM]	3%	-1%
O=C(/C=C/c1cccc([N+](=O)[O-])c1)NCCN1CCOCC1	-3%	10%	10%	-6%	-1%[38.3 µM]	4%	2%
O=C(Cc1ccccc1)Nc1ccc(F)cc1	2%	-9%[10 µM]	-2%[9.22 µM]	/	-2%	-8%[46 µM]	3%
N#CC(c1ccc(Cl)cc1)N1CCOCC1 (centres undefined)	2%	-8%	0%	10%	-13%	/	3%
Cc1nc2cc(NC(=O)N3CCCC3)ccc2n1C	5%	8%[10 µM]	2%[9.22 µM]	/	6%	?	3%
C[C@@H]1C(=O)O[C@@H]2[C@H](O)C34[C@H]5C[C@@H](C(C)(C)C)C36[C@H](OC(=O)[C@@H]6O)OC4(C(=O)O5)[C@@]12O (some centres undefined)	16%	/	-21%	-16%	-4%	-7%	0%
O=S1(=O)N=C(Nc2ccc(N3CCOCC3)c(Cl)c2)c2ccccc21	8%	/	20%	13µM*	5%	-10%[46 µM]	2%
CCn1nc(NC(=O)c2ccco2)c2cc3cc(C)ccc3nc21	?	19%[10 µM]	7%[9.22 µM]	/	/	/	/
CCOC(=O)C(Cc1c(F)cccc1Cl)c1ccnc2nc(N)nn12 (centres undefined)	3%	10%	24%	8%	-2%	-13%[46 µM]	2%
COC(=O)COc1cccc2c(=O)n(CC(=O)NCc3ccc(F)cc3)ccc12	13%	7%[10 µM]	7%[9.22 µM]	/	-3%	/	/
Cn1cccc1C1(C(F)(F)F)NCCNC1=O (centres undefined)	-8%	7%[1.9 µM]	-14%	1%	20%[38.3 µM]	-3%	-2%
COc1ccccc1N(CC(=O)NCC1CCCO1)C(=O)CNS(=O)(=O)c1ccc(C)cc1 (centres undefined)	1%	-14%	-1%	-19%	-14%[38.3 µM]	10%	4%
COc1ccc(CCNC(=O)COc2ccc(S(=O)(=O)N3CCOCC3)cc2)cc1OC	5%	-4%	11%	18%	23%[38.3 µM]	-3%	1%
N/C(=N\S(=O)(=O)c1ccc(Cl)cc1)N1CCOCC1	4%	4%[10 µM]	6%[9.22 µM]	/	/	/	/
Cc1cc(NC(=O)CSc2nc(N)c(NC(=O)c3ccccc3)c(=O)[nH]2)no1	14%	4%	3%	12%	-14%	-3%[46 µM]	0%
Nc1nn(-c2ccccc2)c(N)c1N=Nc1ccccc1F	-28%	-18%[10 µM]	25%	3.5µM*	4%	?	-1%
Cc1cc(C(=O)Nc2nc3c(C)cccc3s2)c(C)o1	11%	10%[10 µM]	4%	26%	-13%	2%	7%
Cc1c2c(n3c(nc4ccccc43)c1C#N)N(c1ccccc1)CC2	13%	/	-5%	-18%	-1%	?	-2%
Cc1noc(C)c1C(=O)OCC(=O)Nc1cccc(S(=O)(=O)N(C)C)c1	-2%	20%[10 µM]	-2%	-4%[1.84 µM]	7%	-4%	-15%

Reformatted with two lines to a compound: 14 of the compounds above.
Second line of a record – CBFb RUNX1 block	HTT cytoprotect	HTT aggregate	SMN2 splice up	IMPase Li inh	Lamin A splicing	KinaseGlo FLuc
C[C@@H]1C(=O)O[C@@H]2[C@H](O)C34[C@H]5C[C@@H](C(C)(C)C)C36[C@H](OC(=O)[C@@H]6O)OC4(C(=O)O5)[C@@]12O (some centres undefined)
  16%	/	-21%	-16%	-4%	-7%	0%
O=S1(=O)N=C(Nc2ccc(N3CCOCC3)c(Cl)c2)c2ccccc21
  8%	/	20%	13µM*	5%	-10%[46 µM]	2%
CCn1nc(NC(=O)c2ccco2)c2cc3cc(C)ccc3nc21
  ?	19%[10 µM]	7%[9.22 µM]	/	/	/	/
CCOC(=O)C(Cc1c(F)cccc1Cl)c1ccnc2nc(N)nn12 (centres undefined)
  3%	10%	24%	8%	-2%	-13%[46 µM]	2%
COC(=O)COc1cccc2c(=O)n(CC(=O)NCc3ccc(F)cc3)ccc12
  13%	7%[10 µM]	7%[9.22 µM]	/	-3%	/	/
Cn1cccc1C1(C(F)(F)F)NCCNC1=O (centres undefined)
  -8%	7%[1.9 µM]	-14%	1%	20%[38.3 µM]	-3%	-2%
COc1ccccc1N(CC(=O)NCC1CCCO1)C(=O)CNS(=O)(=O)c1ccc(C)cc1 (centres undefined)
  1%	-14%	-1%	-19%	-14%[38.3 µM]	10%	4%
COc1ccc(CCNC(=O)COc2ccc(S(=O)(=O)N3CCOCC3)cc2)cc1OC
  5%	-4%	11%	18%	23%[38.3 µM]	-3%	1%
N/C(=N\S(=O)(=O)c1ccc(Cl)cc1)N1CCOCC1
  4%	4%[10 µM]	6%[9.22 µM]	/	/	/	/
Cc1cc(NC(=O)CSc2nc(N)c(NC(=O)c3ccccc3)c(=O)[nH]2)no1
  14%	4%	3%	12%	-14%	-3%[46 µM]	0%
Nc1nn(-c2ccccc2)c(N)c1N=Nc1ccccc1F
  -28%	-18%[10 µM]	25%	3.5µM*	4%	?	-1%
Cc1cc(C(=O)Nc2nc3c(C)cccc3s2)c(C)o1
  11%	10%[10 µM]	4%	26%	-13%	2%	7%
Cc1c2c(n3c(nc4ccccc43)c1C#N)N(c1ccccc1)CC2
  13%	/	-5%	-18%	-1%	?	-2%
Cc1noc(C)c1C(=O)OCC(=O)Nc1cccc(S(=O)(=O)N(C)C)c1
  -2%	20%[10 µM]	-2%	-4%[1.84 µM]	7%	-4%	-15%

Later entries:
SMILES	CBFb RUNX1 block	HTT cytoprotect	HTT aggregate	SMN2 splice up	IMPase Li inh	Lamin A splicing	KinaseGlo FLuc
CCOC(=O)N1CCC(NC(=O)c2ccc3c(c2)sc2nc(-c4cccc(OC)c4)cn23)CC1	-3%	-1%[10 µM]	-4%	-19%	14%	?	-3%
COC(=O)c1ccc(S(=O)(=O)NCCc2ccccc2OC)n1C	7%	20%[10 µM]	-2%[9.22 µM]	/	/	/	/
COC(=O)N[C@H](C[N+](=O)[O-])C(C)(C)C	1%	9%	/	-4%	12%	/	-1%
O=C(COC(=O)C1=COCCO1)Nc1ncc(C(F)(F)F)cc1Cl	0%	6%[10 µM]	-15%	4%	-9%[38.3 µM]	6%	0%
CCCCN1CCCCC1C(=O)Nc1c(C)cccc1C (centres undefined)	9%	-50%[inhibitor]	/	-8%	19%	/	-3%
CCOC(=O)c1c(C)[nH]c(N=Nc2cccc(OC)c2)c1C	/	-113%[inhibitor]	4%	14µM*	18%	-9%[9.22 µM]	-1%
Cc1cccc(O)c1C	27%[21.7 µM]	-71%[inhibitor]	/	-28%	-10%	/	/
Cc1ccc(NC(=O)Nc2c(Cl)cccc2Cl)cn1	1%	33%[10 µM]	30%[9.22 µM]	/	/	/	/
N#C/C(=C(/O)COC(=O)CSc1ccc2ccccc2c1)c1nc2ccccc2[nH]1	-5%	14%[1.9 µM]	22%	-1%	-7%	-8%	0%
COCCCNC(NC(=O)c1ccc(OC)cc1)C(Cl)(Cl)Cl (centres undefined)	2%	9%[10 µM]	12%[9.22 µM]	-17%	7%	19%[46 µM]	-5%
Cc1cc2ncn(CCOc3ccccc3C#N)c2cc1C	11%	-5%[10 µM]	-10%	-14%	-3%[38.3 µM]	-9%	-1%
CC(C)CNC(=O)c1cc([N+](=O)[O-])ccc1N1CCOCC1	4%	/	8%	-20%	-2%	-9%	-4%
CCCCC(CC)Cn1c(O)c(/C=C2\C=NN=C2c2ccccc2)sc1=S (centres undefined)	-8%	3%[10 µM]	-12%	-6%	2%	0%	-5%
CNC(=S)Nc1cc(OC)c(NC(=O)c2ccco2)cc1OC	-1%	-31%[10 µM]	-22%[9.22 µM]	/	-3%	-4%[46 µM]	-3%
CCOc1ccc(Br)cc1C(=O)N/N=C/c1ccc([N+](=O)[O-])cc1	3%	-40%[inhibitor]	8%	-34%	9%	4%[9.22 µM]	3%
C[C@H]1C2=C3C(CC[C@H]4C(OCc5ccc(F)cc5C(F)(F)F)OC[C@](C)([C@@H]34)N(C(=O)OC(C)(C)C)C2)C(CO)C1CO (some centres undefined)	12%	-7%	/	-1%	6%	/	-2%
O=S(=O)(O)CCCc1cccc2ccccc12	/	11%[10 µM]	/	5%[9.22 µM]	3%	/	-5%[7.66 µM]
O=C(O)c1cccc(N2C(=S)N=C(Nc3ccccc3)C23CCCCC3)c1	3%	-5%	15%[9.22 µM]	3%	2%	?	-2%
CN1CC(=O)N(CC(=O)Nc2ccc(F)cc2)c2ccccc2C1=O	2%	-7%[10 µM]	11%	0%	-10%[38.3 µM]	2%	1%
C[C@H](Cc1ccccc1)Nc1ncnc2c1ncn2[C@@H]1O[C@H](CO)[C@H](O)[C@H]1O	14%	/	/	5%	7%	?	-3%
O=C(O)Cn1cc(C(=O)C2CC2)c2ccccc21	10%	-21%	-11%	-1%	20%[38.3 µM]	6%	-1%
Cc1ccc(N=Cc2nc(-c3ccco3)oc2O)cc1	-4%	0%[10 µM]	-5%	12%	16%[38.3 µM]	8%	4%
Cc1ccc(NC(=O)COC(=O)CCC(=O)c2cccs2)c(C)c1	21%	-15%	-2%	13%	-3%	?	8%
COc1cccc(C(=O)Nc2cc(NC(=O)c3ccco3)ccc2OC)c1	4%	-23%	-12%	-38%[inhibitor]	0%[38.3 µM]	-3%	0%
COc1nn(CC(=O)N2N=C(C)CC2(O)C(F)F)cc1[N+](=O)[O-] (centres undefined)	2%	14%[10 µM]	-20%	?	-1%	13%	-2%
CN1CCC2(CC1)Nc1nc(SCc3ccc(Cl)cc3)nn1C1=C2CN(C)CC1	5%	-42%[inhibitor]	-20%	-6%	22%[38.3 µM]	3%	0%
CC1(C)C2CC=C(/C=N/NC(=S)Nc3cccnc3)C1C2 (centres undefined)	-18%	-13%[10 µM]	-7%	-18%	10%	?	-2%
O=c1c(Cl)c(N2CCOCC2)cnn1-c1ncc(C(F)(F)F)cc1Cl	8%	/	21%	-2%	2%	-11%[46 µM]	0%

Compound activity: PubChem, National Center for Advancing Translational Sciences (NCATS)
